# Bioassay records from PubChem.
# AI-2 QS mod – Vibrio harveyi AI-2 quorum sensing modulators, primary screen, JMH597 strain, luminescence/OD600 ratio; activity change, % at 7.5 µM; Vibrio harveyi JMH597 AI-2 luminescence/OD600 ratio, 9 h; active compounds read low; strain lacks LuxN and CqsS sensors; 0 = neutral-control median; 300,000 tested, 0.4% active; in the data active = activity change below about -75%, passing the limit was not always enough; inconclusive = no clear call, values can overlap the other calls;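 note: luminescence divided by OD600 gain over 9 h not by final OD600 alone; inactives centre near 13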
# aSyn 5UTR inh – MLPCN primary screen, SNCA 5' untranslated region. alpha-synuclein 5'UTR reporter, inhibitor activity. inhibition, % (tested at 7.5 µM). 300,000 tested, 0.82% active. AID 1813, 2009; in the data active = inhibition above about 60%; inconclusive = no clear call, values can overlap the other calls;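 note: H4 neuroglioblastoma cells stably carrying SNCA 5'UTR luciferase fusion; 0% = DMSO wells and 100% = positive control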
# HSF-1 act – HSF-1 activators, primary screen, NIH3T3-HGL cells, MG132 stress, luminescence, single point; NIH3T3-HGL HSF-1 luciferase reporter, 8 h; 100% = twice DMSO control signal; activation, % at 9 µM; 300,000 tested, 1.7% active; AID 504408, 2011;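 active = mean replicate activation of at least 50% with a set share of replicates each reaching 50%; inconclusive = only one of those two conditions met; inactive = mean below 50% and too few replicates reaching it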;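 note: 0% = median of the neutral control wells and 100% = twice that signal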
# Platelet DG rel – inhibitors of platelet dense granule secretion, primary screen, cell-based, MLPCN, human platelets; inhibition, %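 (compounds screened at 7.5 µM in platelet-rich plasma)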; human platelet-rich plasma, SFLLRN dense granule ATP release, luminescence; AID 1663, 2009; 300,000 tested, 0.22% active;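 active = mean replicate score, as percent of positive control, at or above 50; inconclusive = mean below 50 but at least one replicate at or above 50; inactive = mean and every replicate below 50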
# HIF activator – HIF pathway transcriptional activators, primary screen, cell-based, U2OS HRE-luciferase, luminescence; U2OS HRE-luciferase reporter; normalized: DMSO 0%, desferrioxamine 100%; activation, % at 7.5 µM (by protocol); 300,000 tested, 0.32% active; AID 1910, 2009;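 active = mean activation of at least 10% of the iron chelator positive control signal, with at least half of replicates also reaching 10%; inconclusive = mean and replicate majority disagree about reaching 10%; inactive = mean and most replicates under 10%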
# HDAC3 inhib – HDAC3 deacetylase inhibitors, primary screen, biochemical, fluorescence, cell-free homogeneous. 320,000 tested, 0.15% active. inhibition, % at 8.3 µM. Histone deacetylase 3 (Homo sapiens), O15379. recombinant HDAC3, fluorogenic peptide/trypsin coupled; in the data active = inhibition above about 26%, passing the limit was not always enough; inconclusive = no clear call, values can overlap the other calls
# Target sequence (O15379 whole entry, looked up): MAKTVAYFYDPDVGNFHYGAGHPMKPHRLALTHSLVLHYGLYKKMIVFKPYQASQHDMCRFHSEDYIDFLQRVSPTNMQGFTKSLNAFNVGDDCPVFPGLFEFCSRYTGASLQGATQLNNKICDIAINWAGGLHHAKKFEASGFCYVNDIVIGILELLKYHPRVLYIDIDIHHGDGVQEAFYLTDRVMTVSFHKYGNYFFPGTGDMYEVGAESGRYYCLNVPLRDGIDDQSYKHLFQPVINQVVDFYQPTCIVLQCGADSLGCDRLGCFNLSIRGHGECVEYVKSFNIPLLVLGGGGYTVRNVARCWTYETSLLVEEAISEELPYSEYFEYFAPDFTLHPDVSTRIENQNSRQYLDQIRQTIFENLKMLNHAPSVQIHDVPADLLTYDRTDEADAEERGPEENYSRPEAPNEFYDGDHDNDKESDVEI
# HSP90 inh – HSP90 inhibitors, primary screen, cell lysate, luminescence; Rabbit reticulocyte lysate, luciferase refolding luminescence, 3 h; inhibition, % at 5.6 µM; 290,000 tested, 0.91% active;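 active = inhibition above the screen-wide mean plus 3 SD, computed separately per campaign, cut at about 16% in these data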;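 note: 0% = DMSO wells and 100% = 60 µM geldanamycin wells; inhibitors lower the luminescence because luciferase stays unfolded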
# HSF1 inh – HSF1 inhibitors in luciferase reporter cells, primary screen, cell-based, NIH3T3, luminescence; NIH3T3-HGL HSE-luciferase, MG132-induced, luminescence 8 h; active compounds read low; activity change, negative = inhibition, % at 7.5 µM (by protocol); 300,000 tested, 0.77% active;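 active = more than half of replicate wells show activity change below -50%, luminescence cut by over half; inconclusive = some wells, but at most half, below -50%; inactive = no replicate well below -50%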;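 note: luciferase reports HSF-1 transcriptional activity via heat shock element; 0% = median of DMSO wells and -100% = zero luminescence signal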
# KLF5 inh – KLF5 expression inhibitors, primary screen, DLD-1 cells, luminescence; DLD-1 KLF5 promoter-luciferase reporter; inhibition, % at 5 µM; 290,000 tested, 0.23% active; AID 1700, 2009;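 active = inhibition above a per-plate limit of that plate's mean compound inhibition plus 3 SD, cut at about 60% in these data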;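 note: 0% = DMSO wells and 100% = LY294002 at 200 µM; higher means less KLF5 promoter-driven luciferase light; inactives centre near -14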
# IEC-6 cytotox – cytotoxicity in IEC-6 intestinal epithelial cells, primary screen, cytotoxicity control for KLF5 inhibitor project, cell-based, luminescence. inhibition, % at 5 µM. AID 1825, 2009. 290,000 tested, 0.78% active. IEC-6 cytotoxicity, luminescence viability; in the data active = inhibition above about 22%;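 note: 0% = plate median of test compound wells and 100% = cytotoxic reference compound wells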
# * hit, by the source's call; u = inconclusive; x = not tested or not shown. The order is random. About 5% of those tested had a hit in this group.
SMILES,AI-2 QS mod,aSyn 5UTR inh,HSF-1 act,Platelet DG rel,HIF activator,HDAC3 inhib,HSP90 inh,HSF1 inh,KLF5 inh,IEC-6 cytotox
CCN1CCN(C(=O)C2CCN(c3nnc(-n4c(C)ccc4C)s3)CC2)CC1,6,-12,0,2,-0.3,2,-3,-2,-23,2
S=c1[nH]nc(-c2cccc(Cl)c2)n1/N=C/c1ccc(-c2ccccc2Br)o1,17,39,0,6,0.2,x,-1,-3,-6,0
COc1ccc(Br)cc1CNC(=O)Cc1c(C(=O)O)[nH]c2ccc(Cl)cc12,5,26,-10,9,0.1,-4,1,-5,-20,4
Clc1cc(Br)ccc1OCCOCCN1CCCC1,19,-8,-5,9,0.0,2,3,-3,-62,-2
CCOC(=O)[C@@H]1[C@H]2COc3ccccc3[C@H]2N2C(=O)N(c3ccccc3)C(=O)[C@]12C,22,-17,-2,-1,0.3,-13,2,0,-30,1
CCCOc1ccc(C(=O)N2CCCC2C(=O)O)cc1 (stereo not drawn),17,10,x,-1,0.0,-4,-4,x,-3,-8
Cc1ccc(-n2nc(C)c3c(C)c(CCC(=O)NCCCOC(C)C)c(C)nc32)cc1,15,6,3,8,0.0,-10,4,-1,-7,-2
COc1ccccc1C1=NOC(COc2ccc3c(C)cc(=O)oc3c2)C1 (stereo not drawn),-31,13,-23,2,1.5,-2,6,-21,71*,83*
Cc1ccc(Nc2nc(N)nc(CN3CCC(C)CC3)n2)c(C)c1,-3,-19,-10,-6,-0.1,-5,5,2,-9,6
CN(C)c1ccc(N=Nc2ccccc2Br)cc1,4,47,-11,2,-1.5,-12,52*,-9,-35,2
O=C(N/N=C/c1ccc(O)cc1)c1ccncc1,16,12,12,22,-0.5,2,-2,8,-71,-8
Cn1c(-c2ccc(C(C)(C)C)cc2)n[nH]c1=S,14,-54,-5,2,1.1,-5,-1,9,-57,-6
CC(C)c1nc2sc3c(=O)[nH]cnc3c2c2c1CCC2,28,17,8,-2,2.5,-8,-2,-1,-2,-6
COc1ccc(-c2nnn(CC(=O)N(CCCO)C(C(=O)NC3CCCC3)c3ccncc3)n2)cc1 (stereo not drawn),12,-10,11,2,-0.5,-2,10,6,6,0
COc1ccc(/C=C(\NC(=O)c2ccc(C)cc2)C(=O)N2CCCCC2)cc1,15,9,-4,6,0.1,3,-2,-5,-22,0
Cn1c2ccccc2c2cc(/C=C(\NC(=O)c3ccccc3)C(=O)NCC(=O)O)ccc21,9,-7,1,1,0.0,4,3,-1,-6,0
COc1ccc(NC2CCCN(C(=O)c3csc(C(C)C)n3)C2)cc1OC (stereo not drawn),9,1,1,-1,-0.5,-12,-1,1,7,4
Cc1nc2ccc(NC(=S)N3CCC(C)CC3)cc2nc1C,-11,-19,-9,4,0.9,1,11,-2,-38,3
CCOC(=O)N1CCC(N2CC34C=CC(O3)C(C(=O)Nc3ccc(C)cc3)C4C2=O)CC1 (stereo not drawn),0,14,-11,-3,0.1,-2,1,-5,1,6
O=C(c1cn(-c2ccccc2)nc1-c1ccc(Cl)cc1)N1CCOCC1,16,15,-7,4,-0.1,5,0,1,-8,2
COc1ccc(N(C=O)C(C(=O)Nc2c(C)cccc2C)c2ccccc2)cc1 (stereo not drawn),1,-26,9,-4,-0.1,4,x,-1,x,x
Cc1ccc(C(=O)Nc2ncc([N+](=O)[O-])s2)cc1,16,69*,-18,26,-0.8,2,80*,6,87*,14
Cc1nn(C(=O)c2ccco2)c(C)c1Sc1ccccc1,24,23,2,-1,-0.2,-3,0,1,-18,-2
COc1ccc(N2CCN(C(=O)c3cc4c(=O)n(Cc5ccccc5)ccc4nc3C)CC2)cc1,-27,-16,-14,-1,-0.3,0,8,3,-25,-4
CC(OC(=O)C12CC3CC(CC(O)(C3)C1)C2)C(N)=O (stereo not drawn),21,28,-1,0,-0.9,-6,-5,2,-6,0
COc1ccc2oc(C(=O)OCC(=O)Nc3ccccc3)c(C)c2c1,22,-12,17,7,0.9,-16,-4,3,-9,-3
Cc1sc2nc(COC(=O)c3ccc(N4CCCC4)c([N+](=O)[O-])c3)[nH]c(=O)c2c1C,17,0,7,1,0.1,-1,-2,-8,-29,3
CCOC(=O)C1=C(C)N(CCCCCC(=O)O)C(=O)NC1c1ccccc1Cl (stereo not drawn),41,-3,-4,0,-1.4,-3,8,-3,4,-2
O=C(N/N=C/c1cn(Cc2ccccc2)c2ccccc12)c1cc(O)cc(O)c1,21,62*,8,8,-0.4,-10,-6,3,-18,-4
O=C(Cn1cnc2c(cnn2-c2ccccc2)c1=O)Nc1ccc(S(=O)(=O)N2CCOCC2)cc1,15,16,-12,10,-0.8,-4,3,-5,-9,2
C/C=C/c1ccc(OCC(=O)Nc2cc(OC)c(OC)c(OC)c2)c(OC)c1,17,21,-60,2,-0.6,4,-2,-52*,2,2
COc1ccc(C=O)cc1CN1CCCN(Cc2ccccc2F)S1(=O)=O,29,17,26,1,0.6,-4,0,6,-24,-5
Cc1cccc(NC(=O)CCN2CCC(C)CC2)c1,2,17,6,1,-0.2,-9,3,-5,-31,1
N/C(=N\N=C\c1ccco1)SC1CC(=O)N(c2ccc(C(=O)O)cc2)C1=O (stereo not drawn),22,-1,3,0,-0.3,19,0,4,-12,-2
NS(=O)(=O)c1ccc(CCNC(=O)CN2CCN(Cc3cccc(C(F)(F)F)c3)CC2)cc1,17,-2,-1,2,-0.1,3,-2,-3,-32,-9
CCC(CC)c1nnc(NC(=O)CS(=O)(=O)Cc2ccccc2)s1,17,6,-6,8,-0.6,1,0,1,-25,2
O=C(Nc1ccccc1C(=O)NCC1CCCO1)c1ccccc1 (stereo not drawn),12,13,16,7,0.0,1,-2,0,-11,2
COc1ccc(C(=O)N/C(=C\c2cn(S(=O)(=O)N(C)C)c3ccccc23)C(=O)NCCCN2CCOCC2)cc1,-12,-24,0,-2,2.7,u,-7,-3,-29,-1
O=C(COc1ncnc2scc(-c3ccccc3)c12)NCCN1C(=O)CSC1=O,26,7,-2,-1,0.0,-6,-1,-7,-13,-5
COC(=O)COc1ccc(/C=N/NC(=O)CN(c2ccccc2OC)S(=O)(=O)c2ccccc2)cc1,23,20,32,20,0.3,4,-1,-2,-12,49*

# Two of the compounds above, with two lines to a compound:
# Below each SMILES – AI-2 QS mod | aSyn 5UTR inh | HSF-1 act | Platelet DG rel | HIF activator | HDAC3 inhib | HSP90 inh | HSF1 inh | KLF5 inh | IEC-6 cytotox
> COc1ccc(N2CCN(C(=O)c3cc4c(=O)n(Cc5ccccc5)ccc4nc3C)CC2)cc1
 : -27 | -16 | -14 | -1 | -0.3 | 0 | 8 | 3 | -25 | -4
> CC(OC(=O)C12CC3CC(CC(O)(C3)C1)C2)C(N)=O (stereo not drawn)
 : 21 | 28 | -1 | 0 | -0.9 | -6 | -5 | 2 | -6 | 0

# A different layout for part of the listing above:
canonical_smiles: O=C(Cn1cnc2c(cnn2-c2ccccc2)c1=O)Nc1ccc(S(=O)(=O)N2CCOCC2)cc1
  AI-2 QS mod = 15; aSyn 5UTR inh = 16; HSF-1 act = -12; Platelet DG rel = 10; HIF activator = -0.8; HDAC3 inhib = -4; HSP90 inh = 3; HSF1 inh = -5; KLF5 inh = -9; IEC-6 cytotox = 2
canonical_smiles: COc1ccc(C=O)cc1CN1CCCN(Cc2ccccc2F)S1(=O)=O
  AI-2 QS mod = 29; aSyn 5UTR inh = 17; HSF-1 act = 26; Platelet DG rel = 1; HIF activator = 0.6; HDAC3 inhib = -4; HSP90 inh = 0; HSF1 inh = 6; KLF5 inh = -24; IEC-6 cytotox = -5
canonical_smiles: O=C(Nc1ccccc1C(=O)NCC1CCCO1)c1ccccc1 (stereo not drawn)
  AI-2 QS mod = 12; aSyn 5UTR inh = 13; HSF-1 act = 16; Platelet DG rel = 7; HIF activator = 0.0; HDAC3 inhib = 1; HSP90 inh = -2; HSF1 inh = 0; KLF5 inh = -11; IEC-6 cytotox = 2
canonical_smiles: COc1ccc(N2CCN(C(=O)c3cc4c(=O)n(Cc5ccccc5)ccc4nc3C)CC2)cc1
  AI-2 QS mod = -27; aSyn 5UTR inh = -16; HSF-1 act = -14; Platelet DG rel = -1; HIF activator = -0.3; HDAC3 inhib = 0; HSP90 inh = 8; HSF1 inh = 3; KLF5 inh = -25; IEC-6 cytotox = -4

# (list continues)
SMILES,AI-2 QS mod,aSyn 5UTR inh,HSF-1 act,Platelet DG rel,HIF activator,HDAC3 inhib,HSP90 inh,HSF1 inh,KLF5 inh,IEC-6 cytotox
COC(=O)Nc1nnc(Cc2ccc(OC)cc2)s1,11,-2,0,9,40*,x,4,0,-18,5
COc1ccc(C(=O)OCc2c(C)noc2C)cc1,21,-15,1,4,0.3,-5,-1,6,-28,0
CS(=O)(=O)N1CCCC(C(=O)NCc2ccccc2Cl)C1 (stereo not drawn),19,3,16,4,-0.1,1,-2,-5,-5,2
O=C(Cn1c(NCCO)nc2ccccc21)c1ccc(Cl)cc1,23,27,-16,7,-0.4,1,1,3,-14,-4
NS(=O)(=O)c1cccc(NC(=O)c2cncc(Br)c2)c1,10,-14,3,2,0.2,4,7,-2,-12,1
Cc1cc(=O)n2nc(N3CCCC(C(=O)NCc4cccc(Br)c4)C3)sc2n1 (stereo not drawn),12,-2,-6,-3,-0.4,1,5,-3,-23,3
COC(=O)C1C(c2ccccc2)C(C(=O)OCc2ccco2)C1c1ccccc1 (stereo not drawn),7,3,11,1,-0.2,-9,-2,3,-54,4
Cc1ccc(C(=O)CSc2nnc(CNc3ccc(C)cc3C)o2)cc1,14,24,-12,-5,0.0,2,2,1,-23,1
CS(=O)(=O)N1CCC(C(=O)NCc2ccncc2)CC1,13,0,-1,2,-7.1,2,-3,-11,14,1
CCCCNC(=O)CNC(=S)N(Cc1ccccc1)Cc1cccnc1,21,22,-15,-2,-0.4,-2,3,-10,-28,-1
O=C1CN(C(=O)COC(=O)c2oc3ccccc3c2COc2ccccc2)c2ccccc2N1,0,22,10,0,0.2,-3,-4,-3,-2,0
O=C(N/N=C/c1ccc(N2CCOCC2)o1)c1cccc(F)c1,12,-32,40,-1,0.4,8,-2,30,-20,3
Cc1ccc(OCCSc2nc3ccccc3n2CC(=O)O)c(C(C)C)c1,4,0,19,0,-0.1,1,-4,-1,-9,-2

# HSF1 inh: hit marks shown above.
Molecule | AI-2 QS mod | aSyn 5UTR inh | HSF-1 act | Platelet DG rel | HDAC3 inhib | HSP90 inh | HSF1 inh | KLF5 inh
C/C=C/c1ccc(OCC(=O)Nc2cc(OC)c(OC)c(OC)c2)c(OC)c1 | 17 | 21 | -60 | 2 | 4 | -2 | -52* | 2
